High-throughput results: PubChem, National Center for Advancing Translational Sciences (NCATS)
uPA surface inh: blocks generation of uPA at the cell surface; cell surface uPA generation assay, qHTS; Potency, µM (series often up to 38.3 µM), for the others: at the highest dose activity change, negative = inhibition, hits mostly inhibitors; hit rate 0.31% among 330,000; AID 540303; active means well fitted inhibition curve with a large enough effect; inconclusive means small, poorly fitted or top-dose-only effect; inactive means no such curve, though single readings can be large or run the other way; tested in mouse RAW 264.7 cells; further: potency means the concentration at half of the fitted maximal effect; on the % scale 0 is the no-effect control and ±100 the full control effect; nearly all actives have a fitted effect of over 55% in size
a7 integrin act: activators of alpha7 integrin expression for muscular dystrophy | alpha7betagal myoblasts, beta-gal FDG fluorescence, 48 h | Potency, µM (doses to about 38.3 µM), without a hit: top-dose activation, most hits filed as activators | hit rate 0.064% among 350,000 | AID 624291;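 further: potency means the concentration at half of the fitted maximal effect; 100% = response of the positive control SU9516; nearly all actives have a fitted effect of over 60% in size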
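Alpha7betagal+/- myoblasts (passage 13) were plated 16-24 hr, then exposed to compounds (1:260 dilution of DMSO stock) for 48 hours at 37C. After MPER lysis, β-galactosidase reporter activity was read as FDG fluorescence (ex 480/em 540) after 30 minutes.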
p53 reactivator: mutant p53 re-activation in reporter cells; AID 504706; H1299 p53-A138V BP100-luciferase reporter, luminescence, 24 h; Potency, µM (top dose mostly 92.2 µM), for inactives: at the highest dose activity change, positive = activation, usual class: activators; hit rate 0.063% among 320,000; further: potency means the concentration at half of the fitted maximal effect; % of control where 0% means no effect; nearly all actives have a fitted effect of over 45% in size
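p53-null H1299 cells stably carrying temperature-sensitive p53-A138V and a BP100-luciferase reporter were pinned with compounds (4-point, 1:5 series) and held 24 hrs at 37 deg C. Luminescence was read 10 min after detection reagent.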
USP2a inh: inhibitors of human ubiquitin-specific protease USP2a. O75604. USP2 core, Ub-CHOP2 coupled fluorogenic reporter, 485/531. hit rate 0.01% among 330,000. Potency, µM (highest dose often 38.3 µM), without a hit: at the highest dose activity change, negative = inhibition, most hits filed as inhibitors;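 further: potency means the concentration at half of the fitted maximal effect; plate controls were DMSO wells for no effect and full inhibition by NEM control for full effect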
Target sequence (O75604 whole entry, looked up): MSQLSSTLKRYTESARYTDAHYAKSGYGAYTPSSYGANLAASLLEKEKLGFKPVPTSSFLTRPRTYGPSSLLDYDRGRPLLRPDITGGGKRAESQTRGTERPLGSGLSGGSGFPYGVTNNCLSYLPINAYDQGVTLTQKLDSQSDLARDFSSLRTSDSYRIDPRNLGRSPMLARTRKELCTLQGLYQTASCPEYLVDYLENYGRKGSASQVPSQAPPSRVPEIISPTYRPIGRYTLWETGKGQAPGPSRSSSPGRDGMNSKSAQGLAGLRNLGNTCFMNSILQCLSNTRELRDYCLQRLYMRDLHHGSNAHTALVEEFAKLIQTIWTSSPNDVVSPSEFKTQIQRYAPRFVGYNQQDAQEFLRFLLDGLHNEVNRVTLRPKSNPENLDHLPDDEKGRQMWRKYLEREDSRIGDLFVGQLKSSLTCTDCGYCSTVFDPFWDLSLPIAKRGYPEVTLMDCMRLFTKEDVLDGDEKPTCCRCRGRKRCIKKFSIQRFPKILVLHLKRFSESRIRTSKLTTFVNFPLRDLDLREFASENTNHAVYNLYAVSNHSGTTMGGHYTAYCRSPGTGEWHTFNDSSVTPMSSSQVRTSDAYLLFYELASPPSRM
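USP2 core (10nM final) preincubated 30min RT with compound in 20mM Tris-HCl pH 8.0, 2mM CaCl2, 2mM beta-mercaptoethanol, 0.05% CHAPS; 25nM Ub-CHOP2 plus 25nM reporter substrate added, fluorescence (Ex485/Em531) read after 60min.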
B2AR arrestin: beta2AR (human) beta-arrestin recruitment activity; Potency, µM (titrated, usually from 46.1 µM), for the others: top-dose activation, hits mostly activators; beta-arrestin recruitment to beta2AR, cell-based reporter; hit rate 0.02% among 330,000;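 further: potency means the concentration at half of the fitted maximal effect; 0% = DMSO controls and full agonism = EC100 isoproterenol or metaproterenol; nearly all actives have a fitted effect of over 65% in size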
BRCA1 expr up: increases BRCA1 expression. MCF7-BRCA1-FFLuc reporter, luminescence, 48 h; response scale: scaled: vehicle 0%, 10 µM genistein 100%. Potency, µM (series often up to 46.1 µM), for inactives: top-dose activation, most hits filed as activators. hit rate 1.1% among 380,000. AID 624202; further: potency means the concentration at half of the fitted maximal effect; nearly all actives have a fitted effect of over 80% in size; some results filed as inactive show a strong effect at the top dose
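48 h compound treatment of MCF7-BRCA1-FFLuc cells (phenol-red free MEM, 37 °C), then 15 min with luciferase substrate and luminescence imaging.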
ELG1 genotoxic: genotoxicity induction in ELG1-luciferase HEK293T cells | HEK293T ELG1-luciferase reporter, luminescence, 16 h | hit rate 1.3% among 330,000 | Potency, µM (doses to about 46 µM), without a hit: at the top dose activity change, positive = activation, actives largely listed as activators; further: potency means the concentration at half of the fitted maximal effect; % of control where 0% means no effect; nearly all actives have a fitted effect of over 60% in size
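16 hr compound incubation (37 °C, 5% CO2) of HEK293T cells carrying luciferase-tagged ELG1; luciferase then measured by ONE-Glo luminescence after 30 min at RT.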
ASM inhibitor: human S-ASM enzyme inhibition. Potency, µM (doses to about 57.5 µM), for the others: at the top dose activity change, negative = inhibition, hits mostly inhibitors. placental ASM, HMU-PC fluorogenic substrate, 60 min. hit rate 0.006% among 340,000; further: potency means the concentration at half of the fitted maximal effect
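Steps: dispense placental human ASM, pin compound, wait 10 min at room temperature, add HMU-PC0 substrate at 9 uM final, incubate 60 min at 37 °C, add stop solution raising pH to 10, read fluorescence.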
TSG101-PTAP inh: blocks PTAP/TSG101 interaction to inhibit HIV-1 budding; 340,000 tested, under 10 active; Potency, µM (highest dose often 115 µM), inactives show at the highest dose activity change, negative = inhibition, hits mostly inhibitors; Q99816; Fluorescence polarization, FITC-PTAP peptide / Tsg101 binding; AID 493005; active means well fitted inhibition curve with a large enough effect in the main read-out, with a control signal flat, not every such curve was filed as active; inconclusive means small, poorly fitted or top-dose-only effect, or effect the other way, or a change in a side signal; inactive means no such curve, though single readings can be large or run the other way; further: potency means the concentration at half of the fitted maximal effect; % of control where 0% means no effect
Target sequence (Q99816 whole entry, looked up): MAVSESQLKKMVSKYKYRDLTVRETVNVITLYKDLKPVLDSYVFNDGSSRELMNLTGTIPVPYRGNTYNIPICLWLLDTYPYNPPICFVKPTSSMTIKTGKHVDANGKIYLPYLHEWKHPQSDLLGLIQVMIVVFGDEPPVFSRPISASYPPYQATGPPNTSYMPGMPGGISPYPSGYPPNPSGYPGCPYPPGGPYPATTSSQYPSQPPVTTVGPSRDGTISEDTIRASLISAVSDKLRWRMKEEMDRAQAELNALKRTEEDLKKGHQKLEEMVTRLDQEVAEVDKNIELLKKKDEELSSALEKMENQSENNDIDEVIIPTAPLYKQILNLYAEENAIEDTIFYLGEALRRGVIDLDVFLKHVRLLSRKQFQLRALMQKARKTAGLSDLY
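Fluorescence anisotropy tracks displacement of a FITC-tagged PTAP peptide (50 nM) from the Tsg101 binding domain (10 uM), following a 20 min room-temperature incubation at pH 7.5.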
Eya2 phos inh: Eya2 (human) phosphatase inhibition; recombinant Eya2, OMFP fluorescence dephosphorylation (OMFP is methylfluorescein phosphate); hit rate 0.006% among 330,000; Potency, µM (highest dose often 76.9 µM), inactives show at the top dose activity, negative = inhibition, actives largely listed as inhibitors; further: potency means the concentration at half of the fitted maximal effect; on the % scale 0 is the no-effect control and ±100 the full control effect
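Eya2 (0.2 uM) preincubated 10 min at ambient with compound, then OMFP substrate added at 50 uM; 10 min reaction in 50 mM HEPES pH 7.5, 50 mM NaCl, 5 uM MgCl2, 0.05% BSA, 1 mM DTT. Fluorescence read at Ex 485/Em 525 nm.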
TRPV1 agonist: human TRPV1 agonism; TRPV1-expressing cells, Fluo-8 calcium influx, agonist mode; activation, % at 8.33 µM; hit rate 0.19% among 320,000; in the data active means activation above about 80%; inconclusive means between about 30% and that limit; further: 0% is about no effect
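TRPV1-expressing cells were cultured overnight at 35.5C and loaded with Fluo-8 calcium dye for 40 to 90 min at room temperature. After a 10 s baseline, compound was added and calcium influx was read kinetically for 3 min (ex 480/em 520 nm).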
Starred values were filed as active, the others as inactive; ? = inconclusive; nt = not tested or not shown; [ ] = another dose, or the depositor's remark. Unless noted, the call rests on the fitted dose curve; in most records, active means well fitted curve in the direction sought with a large enough effect; inconclusive means small, poorly fitted or top-dose-only effect, or another doubt; inactive means no such curve, though single readings can be large; an effect the other way counts as inactive or inconclusive. No enrichment for hits; overall some 2.6% were active at least once.

Below each compound: uPA surface inh | a7 integrin act | p53 reactivator | USP2a inh | B2AR arrestin | BRCA1 expr up | ELG1 genotoxic | ASM inhibitor | TSG101-PTAP inh | Eya2 phos inh | TRPV1 agonist
- CCN(CC(=O)NC(C)(C)C)C(=O)c1ccc(Br)cc1
→ -0.4% | -21.8% | 1.8% | -0.7% | -0.2% | -0.2% | -2.1% | 5.6% | -4.4% | 0.2% | 1.9
- COc1cccc(N2CCN(CC(=O)NC(=O)NC3CCCCC3)CC2)c1
→ -2.6% | -5.7% | 2.8% | -2.6% | 0.3% | -20.8% | -7.5% | 0.0% | -2.6% | 9.8% | 27.5
- COc1cc([N+](=O)[O-])ccc1N=Nc1c(N)[nH]n(-c2ccccc2)c1=O
→ -0.8% | -1.1% | 2.6% | 6.0% | 9.7% | 6.7% | 0.7% | -2.9% | -0.7% | 13.4% | 1.5
- S=C(NCc1ccco1)Nc1cc(Cl)c(Cl)cc1Cl
→ -3.9% | -1.4% | -22.2% | 3.7% | -0.3% | -29.5% | -5.0% | -2.4% | -2.3% | -2.5% | ?
- C=CCSc1nnc(COc2ccc(=O)n(-c3ccccc3)n2)n1CC
→ -0.9% | -21.3% | 2.4% | 2.6% | -0.3% | 3.7% | 0.2% | 2.0% | 0.7% | -1.0% | 2.9
- COc1ccc(/C=C(\NC(=O)c2ccc(OC)cc2)C(=O)Nc2ccc(C(=O)O)cc2)cc1
→ 3.8% | 13.5% | 3.1% | -0.8% | 0.3% | 0.6% | 0.2% | 0.9% | 0.5% | 2.7% | -2.5
- CN1CCN(C(=O)c2ccccc2-c2ccccc2C(=O)O)CC1
→ nt | -5.7% | 0.9% | -0.4% | -0.1% | -1.6% | 4.3% | 1.7% | -3.7% | 30.9%[15.4 µM] | 0.3
- O=C(c1ccccc1Sc1ccccc1[N+](=O)[O-])N1CCCCC1
→ 6.5% | -0.9% | 0.7% | -4.0% | -1.0% | 16.1% | 1.2% | -0.7% | -2.7% | 12.8% | 0.3
- Cc1ccc(S(=O)(=O)N2CCC[C@H]2C(=O)Nc2ccc(F)cc2C)cc1
→ 2.5% | -21.3% | -1.3% | -1.1% | -0.1% | -11.7% | -8.8% | 6.2% | 0.8% | 5.7% | nt
- COc1cccc(-c2nc(C(=O)NCC3CCCO3)cc3c2[nH]c2ccccc23)c1 (stereo unspecified)
→ ? | -27.8% | nt | 3.1% | 0.2% | -71.4% | -14.0% | 20.9% | 0.0% | -23.9% | 6.9
- CCOC(=O)c1sc(NC(=O)Cn2nnc3sc4c(c3c2=O)CCCC4)nc1C
→ -4.5% | -10.0% | 0.3% | 0.5% | -0.7% | -0.5% | 0.5% | -6.5% | -1.0% | -12.2% | -2.4
- CCOC(=O)N/N=C(\C)c1ccc(C)o1
→ 3.2% | -2.6% | 7.1% | 1.1% | 0.0% | 0.0% | 4.6% | -3.2% | -2.0% | 1.4% | 2.2
- COCCN(C(=S)Nc1ccccc1OC)C(C)c1cccs1 (stereo unspecified)
→ 0.2% | 8.5% | 7.1% | 4.7% | -0.3% | 4.2% | -0.3% | 1.2% | 1.7% | 2.4% | 1.4
- COc1cc(OC)c(NC(=O)CC(C)=O)cc1Cl
→ -1.5% | 9.9% | -18.0% | 6.5% | -0.5% | -35.9% | 0.7% | 4.0% | -0.6% | 4.8% | -9.3
- COCCNC(=O)c1cccc(NC(=O)C2=C(C)OCCS2)c1
→ 3.6% | 4.3% | 3.8% | -0.3% | -0.1% | -7.9% | 0.0% | 2.8% | -3.4% | 1.5% | -2.8
- Cc1cc(/C=N/NC(N)=S)c(C)n1-c1ccc(Br)cc1
→ -7.5% | -8.3% | 1.2% | -3.2% | ? | -59.4% | -3.6% | -3.0% | -0.6% | -3.3% | 3.8
- O=C1C2CCCN2C(c2ccco2)N1c1ccc(F)cc1 (stereo unspecified)
→ -7.7% | 17.6% | 2.4% | 0.3% | 0.5% | -0.2% | 2.2% | -2.3% | 0.9% | -1.0% | 5.1
- CCOc1ccccc1-n1c(SCC(=O)Nc2ccccc2C(=O)O)nc2ccccc2c1=O
→ 2.1% | 27.7% | ? | -7.7% | 7.1% | 73.5% | -11.4% | 0.1% | -1.0% | -2.4% | -0.4
- Cc1ccc(-n2nc3c(c2NC(=O)C(C)C)CS(=O)(=O)C3)c(C)c1
→ -1.8% | 14.0% | 7.3% | -1.0% | 0.8% | 3.9% | -0.4% | 3.2% | -3.3% | 5.3% | 4.8

Some of these compounds in order of molecular weight, rising:
Below each compound: uPA surface inh | a7 integrin act | p53 reactivator | USP2a inh | B2AR arrestin | BRCA1 expr up | ELG1 genotoxic | ASM inhibitor | TSG101-PTAP inh | Eya2 phos inh | TRPV1 agonist
- CN1CCN(C(=O)c2ccccc2-c2ccccc2C(=O)O)CC1
→ nt | -5.7% | 0.9% | -0.4% | -0.1% | -1.6% | 4.3% | 1.7% | -3.7% | 30.9%[15.4 µM] | 0.3
- COCCNC(=O)c1cccc(NC(=O)C2=C(C)OCCS2)c1
→ 3.6% | 4.3% | 3.8% | -0.3% | -0.1% | -7.9% | 0.0% | 2.8% | -3.4% | 1.5% | -2.8
- CCN(CC(=O)NC(C)(C)C)C(=O)c1ccc(Br)cc1
→ -0.4% | -21.8% | 1.8% | -0.7% | -0.2% | -0.2% | -2.1% | 5.6% | -4.4% | 0.2% | 1.9
- O=C(c1ccccc1Sc1ccccc1[N+](=O)[O-])N1CCCCC1
→ 6.5% | -0.9% | 0.7% | -4.0% | -1.0% | 16.1% | 1.2% | -0.7% | -2.7% | 12.8% | 0.3
- Cc1ccc(-n2nc3c(c2NC(=O)C(C)C)CS(=O)(=O)C3)c(C)c1
→ -1.8% | 14.0% | 7.3% | -1.0% | 0.8% | 3.9% | -0.4% | 3.2% | -3.3% | 5.3% | 4.8
- COCCN(C(=S)Nc1ccccc1OC)C(C)c1cccs1 (stereo unspecified)
→ 0.2% | 8.5% | 7.1% | 4.7% | -0.3% | 4.2% | -0.3% | 1.2% | 1.7% | 2.4% | 1.4
- COc1cc([N+](=O)[O-])ccc1N=Nc1c(N)[nH]n(-c2ccccc2)c1=O
→ -0.8% | -1.1% | 2.6% | 6.0% | 9.7% | 6.7% | 0.7% | -2.9% | -0.7% | 13.4% | 1.5
- COc1cccc(-c2nc(C(=O)NCC3CCCO3)cc3c2[nH]c2ccccc23)c1 (stereo unspecified)
→ ? | -27.8% | nt | 3.1% | 0.2% | -71.4% | -14.0% | 20.9% | 0.0% | -23.9% | 6.9
- CCOC(=O)c1sc(NC(=O)Cn2nnc3sc4c(c3c2=O)CCCC4)nc1C
→ -4.5% | -10.0% | 0.3% | 0.5% | -0.7% | -0.5% | 0.5% | -6.5% | -1.0% | -12.2% | -2.4

Two compounds picked at random from the list so far:
Below each compound: uPA surface inh | a7 integrin act | p53 reactivator | USP2a inh | B2AR arrestin | BRCA1 expr up | ELG1 genotoxic | ASM inhibitor | TSG101-PTAP inh | Eya2 phos inh | TRPV1 agonist
- O=C1C2CCCN2C(c2ccco2)N1c1ccc(F)cc1 (stereo unspecified)
→ -7.7% | 17.6% | 2.4% | 0.3% | 0.5% | -0.2% | 2.2% | -2.3% | 0.9% | -1.0% | 5.1
- Cc1ccc(S(=O)(=O)N2CCC[C@H]2C(=O)Nc2ccc(F)cc2C)cc1
→ 2.5% | -21.3% | -1.3% | -1.1% | -0.1% | -11.7% | -8.8% | 6.2% | 0.8% | 5.7% | nt
